GASC-1 inh = blocks human GASC-1 demethylase activity | GST-JMJD2C(1-420) H3K9me3 demethylation, DELFIA europium | AID 2099 | Q9H3R0 | inhibition, % at 2.35 µM | 330,000 compounds, 0.069% hits;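 active = more than half of a compound's replicate wells show inhibition beyond 50%, single wells judged on their own value; inconclusive = some, but no more than half, of replicates pass 50% inhibition; inactive = no replicate passes 50% inhibition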;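 also: signal counts dimethyl H3K9 product captured on neutravidin plate; 0% = median of DMSO wells and 100% = 0.3 times that DMSO median; strong numbers were not always called active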
Target sequence (Q9H3R0 1-420 limits assumed): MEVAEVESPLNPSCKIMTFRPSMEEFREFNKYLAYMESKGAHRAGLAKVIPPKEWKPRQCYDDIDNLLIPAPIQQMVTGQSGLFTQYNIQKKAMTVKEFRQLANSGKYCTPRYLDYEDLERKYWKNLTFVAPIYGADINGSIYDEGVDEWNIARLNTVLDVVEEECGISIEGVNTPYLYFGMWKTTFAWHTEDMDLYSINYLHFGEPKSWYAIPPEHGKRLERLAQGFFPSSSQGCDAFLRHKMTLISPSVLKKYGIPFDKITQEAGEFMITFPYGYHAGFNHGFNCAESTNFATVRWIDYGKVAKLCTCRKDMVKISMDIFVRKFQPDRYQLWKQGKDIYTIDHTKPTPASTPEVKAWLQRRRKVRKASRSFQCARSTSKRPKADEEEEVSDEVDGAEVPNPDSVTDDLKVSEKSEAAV
LAP4 TOR yeast = alters LAP4-GFP fluorescence in TOR pathway yeast screen. S. cerevisiae LAP4-GFP multiplex, flow cytometry GFP, 3 h; median GFP as percent of DMSO wells. GFP response vs DMSO, % at 10 µM. 320,000 compounds, 0.34% hits. AID 2023;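 active = GFP response vs DMSO above a set limit, about the screen mean plus 3 SD, cut at about 150% in these data; inconclusive = under 70 cell events counted for the yeast strain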
RPL19A TOR yeast = modulators of TOR pathway RPL19A-GFP in S. cerevisiae | S. cerevisiae RPL19A-GFP strain, flow cytometry, 3 h; stronger effect = lower value | percent response vs DMSO, % at 10 µM | 330,000 compounds, 0.3% hits | AID 2025;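 active = percent response vs DMSO below 50%; inconclusive = fewer than 70 events counted for the yeast strain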;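 also: median channel GFP fluorescence of the barcoded RPL19A-GFP strain; ratio of sample median GFP to plate DMSO average so 100% = DMSO; lower means less RPL19A-GFP as with rapamycin TOR inhibition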
procasp7 counter = counter-screen for procaspase-3 activators: activators of human procaspase-7. activation, % at 8.5 µM. 330,000 compounds, 0.093% hits. P55210. recombinant procaspase-7, Ac-DEVD-pNA absorbance 405 nm; D23A/D198A/D206A triple mutant, cannot self-cleave; scale: DMSO 0, 5 µM enzyme 100;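 active = percent activation above the screen-wide mean plus 3 SD, cut at about 25% in these data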
Target sequence (P55210 whole entry D23A/D198A/D206A): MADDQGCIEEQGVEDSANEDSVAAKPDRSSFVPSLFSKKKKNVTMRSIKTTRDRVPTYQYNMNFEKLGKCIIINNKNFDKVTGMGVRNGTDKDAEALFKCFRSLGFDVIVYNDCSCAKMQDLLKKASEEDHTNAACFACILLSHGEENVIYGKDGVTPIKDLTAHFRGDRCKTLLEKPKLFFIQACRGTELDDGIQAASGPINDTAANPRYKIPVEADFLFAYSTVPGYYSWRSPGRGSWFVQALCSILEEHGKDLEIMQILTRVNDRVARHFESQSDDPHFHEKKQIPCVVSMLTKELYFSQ
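signal = Epi-absorbance of released pNA at 405 nm, two timepoints | assay system = Uncleavable procaspase-7 mutant enzyme | reagent = Ac-DEVD-pNA substrate, 400 µM as added | times = 1 h enzyme–compound preincubation and 2 h substrate reaction, both 25 °C | benchmarks = low DMSO alone, high DMSO plus 5 µM PC-7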
AHR activator = human AHR activation; AHR-responsive luciferase reporter cells, luminescence; activation, % at 5 µM; 320,000 compounds, 2.5% hits; in the data active = activation above about 47%;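 also: 0% = vehicle wells and 100% = reference agonist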
CR mimetic SO = yeast age-related superoxide inhibition as caloric restriction mimetic. S. cerevisiae aged cells, superoxide DHE fluorescence; stronger effect = lower value. 330,000 compounds, 0.18% hits. superoxide response (% of plate mean), % at 10 µM. AID 2690;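 active = superoxide response under a set limit, about three screen SD below normal, cut at about 65% in these data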;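 also: yeast aged for seven days with compound at 30 °C before DHE staining; 100% = average MFI of all compound-treated wells on the plate with controls excluded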
MEP2 TOR yeast = modulators of TOR pathway MEP2-GFP in S. cerevisiae; S. cerevisiae MEP2-GFP strain, flow cytometry GFP, 3 h; 100% = DMSO control level; GFP response vs DMSO, % at 10 µM; 330,000 compounds, 0.51% hits; AID 2016;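 active = GFP response versus DMSO above a set limit, roughly screen mean plus 3 SD, cut at about 180% in these data; inconclusive = fewer than 70 cells counted for a yeast strain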;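 also: median GFP fluorescence of the barcode-gated MEP2-GFP cells per well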
proCasp3 act = activators of human procaspase-3; P42574; recombinant procaspase-3 D3A, Ac-DEVD-pNA absorbance 405 nm; activation, % at 8.5 µM; 330,000 compounds, 0.11% hits;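 active = activation above the mean of all tested compounds plus 3 SD, cut at about 21% in these data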;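 also: 0% = DMSO alone and 100% = DMSO wells spiked with extra 5 µM PC-3 D3A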
Target sequence (P42574 whole entry D9A/D28A/D175A): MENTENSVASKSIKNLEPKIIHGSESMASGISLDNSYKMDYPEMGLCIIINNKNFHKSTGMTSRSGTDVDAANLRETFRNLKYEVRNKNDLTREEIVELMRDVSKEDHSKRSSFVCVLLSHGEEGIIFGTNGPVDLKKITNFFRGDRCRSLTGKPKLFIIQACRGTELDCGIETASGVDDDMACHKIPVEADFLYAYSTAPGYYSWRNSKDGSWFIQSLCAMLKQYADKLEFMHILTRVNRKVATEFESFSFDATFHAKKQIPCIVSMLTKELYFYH
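Assay system – Procaspase-3 D3A mutant, all three cleavage aspartates alanine · Controls – DMSO-only low control, 5 µM PC-3 D3A high control · Schedule – 1 h compound preincubation, 2 h substrate hydrolysis at 25 °C · Signal – 405 nm absorbance of p-nitroaniline, reads at 0 and 120 min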
* marks the source's active call; other numbers are inactive results; ? = inconclusive; · = not tested or not shown; & = joins results of further samples; [ ] = another dose, or the depositor's remark.

The line under a structure holds: CR mimetic SO | proCasp3 act | LAP4 TOR yeast | GASC-1 inh | RPL19A TOR yeast | procasp7 counter | MEP2 TOR yeast | AHR activator
1) CC(=O)Nc1ccc(NC(=O)C(C)OC(=O)CC23CC4CC(CC(Br)(C4)C2)C3)cc1 (centres undefined)
  88.5 | 0.5 | 91.4 | 1.7 | 97.9 | -5.1 | 98.9 | -1.2
2) COc1ccc(C)cc1NC(=O)CCS(=O)(=O)c1ccc2c(c1)CCN2C(C)=O
  102.2 | 6.6 | 82.1 | -2.8 | 99.8 | 2.1 | 101.5 | 2.4
3) COc1ccc(-c2ccc3c(c2)S(=O)(=O)c2cccc(C(=O)NCc4cc(C)oc4C(F)(F)F)c2C3=O)cc1OC
  111.7 | 0.8 | 92.5 | 0.0 | 95.3 | 10.2 | 99.9 | 2.8
4) c1nc(N2CCN(Cc3ccc4c(c3)OCO4)CC2)c2[nH]cnc2n1
  99.3 | 8.2 | 102.3 | 6.4 | 97.6 | 12.4 | 100.4 | -0.8
5) N/C(=N\OC(=O)COc1ccc2ccccc2c1Br)c1cccnc1
  111.9 | 0.4 | 111.2 | 30.1 | 104.6 | 3.6 | 103.2 | -3.7
6) Cc1ccc(C2CC(=O)NC(SCC(N)=O)=C2C#N)s1 (centres undefined)
  100.6 | 2.7 | 104.9 | 24.4 | 97.2 | 7.8 | 91.2 | 1.1
7) CCOC(=O)CN(C(=O)CSc1nnc(Cc2ccccc2)n1-c1ccc(C)cc1)c1ccccc1
  94.7 | -6.9 | 109.4 | -24.9 | 103.6 | 10.2 | 101.2 | 4.3
8) CCOC(=O)CNC(=O)c1ccc(SCC)cc1
  99.3 | -1.2 | 89.5 | -6.6 | 96.3 | -5.8 | 92.1 | 0.4
9) COc1ccc2[nH]cc(CC(=O)O)c2c1
  84.2 | 11.6 | 100.9 | · | 97.7 | -8.1 | 103.9 | 1.8
10) COc1ccc(NC(=O)C(c2cc3c(cc2[N+](=O)[O-])OCO3)N2CCN(C=O)CC2)cc1 (centres undefined)
  84.8 | 2.4 | 95.6 | -6.2 | 97.6 | -1.9 | 101.3 | 13.4
11) Cc1cccc(NC(=S)N(Cc2cccc(Br)c2)CC2CCC(C(=O)O)CC2)c1 (centres undefined)
  131.8 | 8.3 | 88.5 | 4.1 | 93.8 | 5.0 | 89.1 | -0.3
12) CCOC(=O)C1CCN(C(=O)CSCCSCC(=O)N2CCC(C(=O)OCC)CC2)CC1
  102.4 | 5.8 | ? | 7.4&17.0 | ? | 5.5 | ? | -2.8
13) O=C(Nc1cccc(Cl)c1)c1ccc(S(=O)(=O)NCC2CCCO2)cc1 (centres undefined)
  105.4 | 2.7 | 100.2 | 3.7 | 99.5 | 3.6 | 93.5 | 0.8
14) COc1ccc(NC(=O)Nc2ccc3c(c2)CCC3)cc1
  102.5 | 1.6 | 107.4 | -4.8 | 104.8 | -0.2 | 105.3 | -3.1
15) COc1ccc(-n2c(C)cc(-c3csc(NC(=O)c4ccc(S(=O)(=O)N(C)C)cc4)n3)c2C)cc1
  95.5 | -6.1 | 98.6 | -3.3 | 99.4 | -1.7 | 110.2 | 4.0
16) CC1(C)C2CCC(C2)C1C/C=N/NC(N)=S (centres undefined)
  100.9 | 2.7 | 107.2 | 1.9 | 100.5 | -3.7 | 99.8 | -0.3
17) Cc1ccc(OCCNCc2ccccc2)c(C)c1
  98.9 | 1.8 | 103.3 | 4.9 | 97.7 | 2.4 | 103.9 | -3.2
18) Cc1cc2nn(-c3ccccc3)nc2cc1NC(=O)c1cccs1
  97.4 | -2.3 | 103.0 | -1.4 | 97.7 | -5.2 | 103.8 | 68.4*
19) CC(C)c1ccc(N2C(=NC(=O)C3CC3)SC3CS(=O)(=O)CC32)cc1 (centres undefined)
  109.8 | 10.3 | 105.5 | 4.8 | 107.1 | -2.2 | 99.1 | 2.0
20) CCCCCCC1C(C#N)=C(N)OC2=C1C(=O)CC(C)(C)C2 (centres undefined)
  102.2 | 4.2 | 101.0 | -7.9 | 103.3 | -3.8 | 103.3 | -0.7
21) CCOc1ccc(N2C(=O)CC(N(CCc3ccc(OC)cc3)C(=O)c3cccc(F)c3)C2=O)cc1 (centres undefined)
  93.0 | 0.7 | 90.1 | -1.0 | 95.4 | -7.3 | 93.2 | 6.8
22) COc1ccc(S(=O)(=O)N2CCCCC2)cc1NC(=O)Cc1c[nH]c2ccccc12
  100.4 | -13.5 | 114.5 | -40.6 | 104.6 | -2.8 | 101.5 | 13.6
23) Cc1ccc(O)c(-c2cc(-c3cccc(Br)c3)n[nH]2)c1
  114.3 | -5.6 | 88.6 | -0.5 | 103.5 | 1.7 | 107.5 | 69.9*
24) Cc1ccc(NC(=O)CCn2nc([N+](=O)[O-])cc2C)nc1
  126.8 | 2.2 | 103.5 | -41.4 | 100.3 | 5.6 | 103.6 | -4.4
25) CC1=NN(C(=O)Cn2nc([N+](=O)[O-])cc2C)C(O)(C(F)(F)F)C1 (centres undefined)
  95.8 | -0.5 | 88.2 | -4.7 | 96.5 | -4.9 | 104.6 | -1.0
26) CCOC(=O)CC(=O)CSc1ncc(C(=O)OCC)c(N)n1
  97.9 | -1.9 | 93.7 | 4.6 | 98.2 | -1.7 | 107.7 | 17.5
27) COc1ccc(OC)c(C(=O)COC(=O)C2CC3CCCC(C2)C3=O)c1 (centres undefined)
  102.6 | -2.4 | 93.9 | 5.5 | 96.7 | 10.9 | 97.1 | 2.3
28) O=C(c1cccc(C(F)(F)F)c1)N1CCN(CCc2ccccc2)CC1
  76.3 | -3.8 | 76.3 | -21.0 | 105.1 | -6.4 | 92.2 | 6.2
29) Cc1c(Cl)cccc1NC(CC(=O)c1ccccc1)C(=O)O (centres undefined)
  95.5 | -15.6 | 129.4[may fluoresce green] | -18.5 | 104.4[may fluoresce green] | -30.7 | 108.0[may fluoresce green] | 9.0
30) Cc1cc(C)nc(SCC(=O)Nc2ccc(S(=O)(=O)Nc3ncccn3)cc2)n1
  87.0 | -5.0 | 97.6 | -1.6 | 98.8 | -2.8 | 100.0 | 9.6
31) CCOc1ccc(S(=O)(=O)n2cnc3ccccc32)cc1
  91.8 | 0.2 | 98.1 | 3.4 | 103.5 | 6.1 | 104.1 | 2.9
32) CCNC(=O)CC1C(=O)N(c2ccc(C)cc2)C(=O)N1Cc1ccccn1 (centres undefined)
  93.9 | -3.3 | 94.3 | -4.5 | 96.6 | -5.3 | 105.2 | 0.7
33) O=C(COC(=O)c1cnccn1)c1cccc([N+](=O)[O-])c1
  90.8 | 1.5 | 132.7 | -0.6 | 104.8 | -7.3 | 106.2 | -4.2
34) O=C(NCc1ccc2c(c1)OCO2)C1CCC(CNc2c(N3CCCCC3)c(=O)c2=O)CC1 (centres undefined)
  99.2 | 7.8 | 92.6 | 12.7 | 102.9 | 0.3 | 101.8 | -0.5
35) Cc1ccc(S(=O)(=O)Nc2ccccc2C(=O)N2CCCCC2C)c(C)c1NS(C)(=O)=O (centres undefined)
  97.0 | 0.4 | 104.5 | -6.7 | 109.1 | 3.4 | 109.5 | -0.3
36) CSc1ccccc1C(=O)NCCSc1ccccc1
  68.8 | 6.7 | 111.9 | 5.5 | 111.8 | 11.6 | 106.4 | 0.7
37) Cc1cc2oc(=O)cc(CN3CCN(S(=O)(=O)/C=C/c4ccccc4)CC3)c2cc1C
  104.0 | 4.1 | 96.4 | -4.3 | 95.8 | -9.7 | 99.5 | -1.1
38) NS(=O)(=O)c1ccc(C(=O)O)cc1
  111.3 | -8.2 | 100.3 | -11.6 | 97.8 | 3.1 | 96.7 | 1.6
39) COc1ccccc1N1CCN(c2ncnc3sc(C(=O)NCC4CCCO4)c(C)c23)CC1 (centres undefined)
  93.9 | 2.1 | 113.7 | 1.4 | 109.3 | -6.2 | 117.2 | 2.4
40) CCN(C(=O)c1ccc(=O)[nH]c1)c1c(N)n(Cc2ccccc2)c(=O)[nH]c1=O
  95.8 | 3.1 | 106.7 | 13.0 | 103.7 | -6.4 | 103.0 | 0.2
41) COc1ccc(CN2CCN(C(=O)CC(C)C)CC2)cc1Br
  101.8 | -8.8 | 94.3 | -15.3 | 98.5 | 9.2 | 101.8 | -1.2
42) O=C(NCc1cccnc1)C1CCN(S(=O)(=O)c2cc([N+](=O)[O-])ccc2Cl)CC1
  133.5 | -2.4 | 97.4 | -2.7 | 101.9 | 11.6 | 104.6 | -1.3
43) CCc1noc(N)c1C(=O)Nc1ccc(Cl)cc1
  103.3 | 4.5 | 93.8 | -11.1 | 89.0 | 17.8 | 90.8 | 76.2*
44) CCN(Cc1nc2ccccc2c(=O)[nH]1)C(=O)c1cc2c(s1)CCCCC2
  111.8 | 6.4 | 97.8 | · | 102.3 | 8.9 | 102.5 | 9.0
45) CC1CC(c2ccccc2)n2nc(NC(=O)CCc3ccccc3)nc2N1 (centres undefined)
  104.1 | 1.7 | 95.2 | -5.6 | 94.7 | -2.8 | 94.9 | 1.4
46) O=C(Nc1cccc2ccccc12)c1ccc([N+](=O)[O-])s1
  113.8 | 9.8 | 100.2 | 3.6 | 97.5 | 10.6 | 96.0 | 6.5
47) O=c1sc2ccccc2c(N2CCOCC2)c1[N+](=O)[O-]
  79.2 | -0.7 | 103.7 | · | 105.6 | -13.3 | 112.7 | 2.8
48) CCCc1cc2nnc(SCC(=O)N(C)C3CCCCC3)n2c(N)n1
  102.4 | 7.0 | 93.6 | -12.3 | 98.8 | -1.9 | 98.7 | 0.6
49) CN(CC(=O)Nc1ccccc1Br)C(=O)Cn1[nH]c(=O)c2ccccc2c1=O
  112.8 | 4.7 | 90.9 | 12.0 | 89.7 | -8.9 | 99.3 | -0.6
50) O=C(Cc1ccc(NC2=NC3CS(=O)(=O)CC3S2)cc1)NCCc1ccccc1 (centres undefined)
  94.2 | -8.4 | 96.0 | 9.8 | 100.9 | 11.0 | 105.0 | -1.9
51) CCN(c1ccccc1)S(=O)(=O)c1ccc(N2CCN(c3ccc(OC)cc3)CC2)nc1
  99.2 | 4.6 | 90.8 | 13.2 | 95.3 | -4.9 | 95.1 | -0.8
52) COC(=O)c1c(-c2ccccc2)noc1-c1ccccc1
  84.4 | 4.7 | 112.4 | -4.4 | 103.2 | 9.2 | 95.1 | 52.8*

An unsorted share of the library; any-hit rate near 3.8%.
